# Screening results from PubChem BioAssay.
# HepG2 viability: counter-screen for TGF-b inhibitors: cytotoxicity in HepG2 cells. HepG2 CAGA-GFP viability, ATP luminescence, 18 h. Potency, µM (doses to about 46.1 µM), for inactives: top-dose activity change, negative = cytotoxicity, usual class: cytotoxic. hit rate 0.76% among 410,000. AID 588856; note: potency is the fitted concentration of half-maximal effect; some results filed as inactive show a strong effect at the top dose
#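 HepG2 CAGA-GFP cells (1000/well, DMEM with 1% FBS) received compound, then TGF-beta at 500 pg/mL final, and were incubated 18 hours at 37 degrees C. Viability was read by CellTiter-Glo luminescence. Media-only wells were set as complete cell-killing and DMSO as no toxicity.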
# Nrf2 inh: blocks Nrf2 signaling; Potency, µM (titrated, usually from 46 µM), inactives show top-dose activity change, negative = inhibition, usual class: inhibitors; AID 504444; hit rate 2.1% among 360,000; A549 ARE-Fluc reporter, luciferase luminescence, 18-24 h; note: potency is the fitted concentration of half-maximal effect; % is set by controls: 0 for no effect and ±100 for the full control effect; nearly all actives have a fitted effect of over 60% in size
#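 Concentration-response testing used A549 ARE_Fluc cells at 5000 cells/well. Following an 18-24 h compound incubation, viability was read by fluorescence (Ex 405/Em 525) and luciferase output by luminescence.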
# Nrf2 activator: activators of Nrf2 (ARE) signaling; AREc32 ARE-luciferase reporter (MCF7-derived line), luminescence, 24 h; Potency, µM (highest dose often 46.1 µM), for the others: top-dose activation, most hits filed as activators; hit rate 0.31% among 410,000; AID 624171; note: potency is the fitted concentration of half-maximal effect; % of control where 0% means no effect; nearly all actives have a fitted effect of over 65% in size
#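 Cells of the AREc32 ARE-luciferase line are plated in OPTI-MEM containing 5% FBS and left overnight at 37 deg C. Compounds are pinned in, incubation continues 24 hr, and firefly luciferase signal is then measured.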
# A549 viability: A549 cytotoxicity, counter-screen for Nrf2 inhibitors; A549 ARE-Fluc cells, CellTiter-Fluor viability, 18-24 h; Potency, µM (highest dose often 46 µM), inactives show at the top dose activity change, negative = cytotoxicity, most hits filed as inhibitors; hit rate 0.16% among 390,000; note: potency is the fitted concentration of half-maximal effect; % is set by controls: 0 for no effect and ±100 for the full control effect
#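 A549 ARE_Fluc cells in 5% FBS OPTI-MEM were exposed to compounds in concentration-response for 18-24 h at 37 deg C. Viability was read by CellTiter-Fluor fluorescence (Ex 405/Em 525) after 30 min, before the luciferase read.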
# pAkt inh: inhibitors of Akt phosphorylation; hit rate 0.32% among 360,000; activity change, % for hits at 50 µM; Neuro2A IGF-stimulated pAkt S473 HTRF, 20 min; hits give low values; AID 651550; in the data active = activity change below about -80%; inconclusive = mostly about -51% to -80%; note: % is set by controls: 0 for no effect and ±100 for the full control effect
#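 Neuro2A cells (4,500/well, DMEM with 0.5% FBS) were treated with compound at a single 50 µM final concentration, stimulated with 6 nM IGF for 20 min at 37 °C, and lysed. Phospho-Akt Ser473 was read by HTRF as 665/615 ratio ×10^4.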
# Abeta rescue: restores growth of yeast expressing A-beta42 peptide; yeast expressing A-beta42, growth rescue, OD600, 48 h; response scale: 0% DMSO, 100% iron-clioquinol control; Potency, µM (highest dose often 46.1 µM), without a hit: at the top dose growth rescue, usual class: activators; hit rate 0.063% among 410,000; AID 1347071; note: potency is the fitted concentration of half-maximal effect; nearly all actives have a fitted effect of over 55% in size
#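 Yeast growth medium received pinned compounds, then yeast cells expressing toxic A-beta were added; plates incubated at 30 C for 48 hr. Growth read as absorbance at 600 nm, normalized to DMSO and equimolar FeCl3 plus clioquinol controls.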
# CCT modulator: changes cytosolic chaperonin activity. hit rate 0.3% among 360,000. purified chaperonin ATPase assay, HTRF ADP detection, 30 min. AID 651819. activity change, % (concentration not given with the values), hits read low; in the data active = activity change below about -30%; note: % is set by controls: 0 for no effect and ±100 for the full control effect
#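 ATPase activity: ADP formed was measured by HTRF Transcreener (665/615 nm ratio) after 30 min at 37 deg C with 10 uM ATP. Compounds screened at one 76 uM concentration against 40 or 20 nM TRiC in Tris pH 7.4/KCl/MgCl2/DTT buffer.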
# TGFb SMAD3 inh: TGF-b pathway inhibition; AID 588855; HepG2 CAGA-GFP TGF-b/SMAD3 reporter, GFP fluorescence, 18 h; TGF-beta stimulated, 500 pg/mL final; hit rate 1.2% among 410,000; Potency, µM (highest dose often 46.1 µM), for the others: top-dose activity, negative = inhibition, actives largely listed as inhibitors; note: potency is the fitted concentration of half-maximal effect; % is set by controls: 0 for no effect and ±100 for the full control effect; nearly all actives have a fitted effect of over 65% in size
#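 TGF-beta reporter screen: HEPG2 CAGA-GFP, 1% FBS, 500 pg/mL TGF-beta final, 18 h; per-cell GFP summed per well; curves fitted and categorized by class.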
# MmCpn inh: M. maripaludis TRiC chaperonin inhibition; purified Mm-Cpn ATPase, ADP Transcreener TR-FRET; Potency, µM (highest dose often 76.9 µM), inactives show top-dose activity, negative = inhibition, most hits filed as inhibitors; hit rate 0.031% among 330,000; AID 504842; note: potency is the fitted concentration of half-maximal effect; % is set by controls: 0 for no effect and ±100 for the full control effect; nearly all actives have a fitted effect of over 80% in size
#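 Inhibition of chaperonin ATP hydrolysis is measured as reduced ADP production, detected by competitive TR-FRET in which signal falls with ADP. Final enzyme 25 nM and ATP 10 uM, reacted 30 min at 37°C.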
# The depositor's hits bear a star; i = inactive; ? = inconclusive; / = no result given; [ ] = dose if it differs, or a comment. Unless noted, calls come from the whole dose curve; as a rule, active = well fitted curve in the direction sought with a large enough effect; inconclusive = small, poorly fitted or top-dose-only effect, or another doubt; inactive = no such curve, though single readings can be large; an effect the other way counts as inactive or inconclusive.
# Results follow in this order: Nrf2 activator | CCT modulator | pAkt inh | HepG2 viability | TGFb SMAD3 inh | A549 viability | MmCpn inh | Nrf2 inh | Abeta rescue
1) CC(C)(C)c1ccc(C(=O)NC(=O)COC(=O)CCS(=O)(=O)c2ccccc2)cc1
 : -0.1% | -68* | i | -13% | 0% | 8% | -2% | 5% | -7%
2) Cc1ccc(C(=O)NCCc2nnc3ccc(SCC(=O)Nc4ccc(C)cc4C)nn23)cc1
 : 0.1% | 2.2 | i | 9% | 9% | 1% | 1% | -5% | 9%
3) O=C(CCCSc1nc2ccccc2s1)NCc1ccc2c(c1)OCO2
 : 4.1% | 0.5 | i | -10% | -26% | 13% | -1% | -13% | -12%
4) O=C(CCCc1ccccn1)c1cccc2ccccc12
 : 2.3% | -2.7 | i | -5% | 4% | 3% | / | ? | 5%
5) Cc1ccc(NC(=O)C2CCCN(S(=O)(=O)c3c(C)noc3C)C2)cc1F (stereo unspecified)
 : 5.5% | 3.3 | i | -18% | 1% | 3% | -1% | -9% | -8%
6) COc1cc(/C=N/NC(=O)c2ccc(CSc3nncn3C)cc2)ccc1OCC(=O)N1CC(C)OC(C)C1 (stereo unspecified)
 : -0.1% | -2.5 | i | 9% | 11% | 7% | 0% | 8% | 5%
7) CC(C(=O)NC1C=CS(=O)(=O)C1)N1C(=O)/C(=C/c2ccc(Cl)cc2)SC1=S (stereo unspecified)
 : ? | 0.8 | i | -16% | 5% | -6% | 1% | -16% | 5%
8) CCN1C(=O)c2cccc3c(NC(=O)c4ccc5c(c4)OCCO5)ccc1c23
 : 0.5% | 0.7 | i | -7% | 2% | 20% | -2% | -12% | -17%
9) O=C(C[C@H]1C(=O)N(Cc2cccnc2)C[C@@H]1Cc1ccccc1)Nc1ccc(Br)cc1
 : 0.7% | -0.9 | i | -41% | ? | / | / | / | 0%
10) Cc1ccc(S(N)(=O)=O)cc1NC(=O)c1c(-c2c(Cl)cccc2Cl)noc1C
 : -0.8% | / | / | -12% | 0% | 16% | / | 1% | -5%
11) Cc1csc(N2CCCC2c2nc3cc(Cl)c(N4CCCCC4)cc3n2CCOCCO)n1 (stereo unspecified)
 : -0.9% | -4.6 | i | -26% | -14% | -7% | / | 2% | -7%
12) S=C1NCc2cncnc2N1
 : -0.1% | -0.9 | i | -2% | -5% | / | / | / | 0%
13) COc1ccc(/C=N/NC(=O)c2ccc3nc[nH]c3c2)c(OC)c1
 : 0.1% | -1.1 | i | 3% | 0% | 6% | -18% | 9% | -7%
14) O=C(NCC1COc2ccccc2O1)c1ccc(Cl)c(S(=O)(=O)N2CCCC2)c1 (stereo unspecified)
 : 0.2% | 1.3 | i | -4% | ? | -15% | 2% | ? | -3%
15) COc1ccc(/C=N/NC(=O)C(=O)N2CCCCCC2)cc1
 : -0.6% | -0.7 | i | -2% | -2% | 2% | 2% | ? | -3%
16) Cc1ccc(CC(=O)OCCNC(=O)c2cccnc2)cc1
 : -1.1% | 0.8 | i | 0% | 2% | -8% | -8% | 0% | 0%
17) CCC(C)(C)C1CCc2c(sc(NC(=O)c3ccoc3C)c2C(N)=O)C1 (stereo unspecified)
 : -0.4% | -0.5 | i | -10% | -9% | 2% | 0% | 3% | 15%
18) CC1(C)CC2CC(C)(CN2S(=O)(=O)c2cccc(C(N)=O)c2)C1 (stereo unspecified)
 : -0.9% | -3.8 | i | -16% | -8% | -8% | -2% | -27% | -10%
19) Cc1csc(=O)n1CC(=O)OCc1cccc2ccccc12
 : 0.6% | -1.2 | i | -1% | -2% | 2% | 0% | ? | 8%
20) CC(C)c1cc(CNC(=O)CC2C(=O)NCCN2CC2CCCCC2)on1 (stereo unspecified)
 : -0.7% | 2.0 | i | 5% | 1% | 0% | 0% | 6% | -7%
21) Cc1ccccc1NC(=O)CSc1nc2ccc(NC(=O)CCc3ccccc3)cc2s1
 : -0.9% | / | / | -19% | -8% | 0% | / | ? | -5%
22) CC(C)c1ccc(NC(=O)COC(=O)COc2ccccc2)cc1
 : -0.3% | 0.4 | i | -3% | -25% | 4% | 1% | ? | 5%
23) Cc1ccc(S(=O)(=O)N2CCC(NC(=O)c3cccnc3)CC2)cc1Cl
 : 0.0% | -2.1 | i | -4% | -12% | -1% | -2% | 9% | -8%
24) O=C1/C(=C/c2cccs2)CCC1C1CCCC1 (stereo unspecified)
 : 4.0% | 0.6 | i | -39% | -10% | 2% | -1% | 17% | -6%
25) O=C(c1ccccc1)N1CCN(S(=O)(=O)c2cccc(NS(=O)(=O)c3ccccc3)c2)CC1
 : 0.3% | -0.8 | i | -1% | 2% | -3% | 4% | -12% | 1%
26) CCc1ccc(-c2cc(C(=O)N/N=C/c3ccco3)[nH]n2)cc1
 : 1.9% | 0.4 | i | -7% | 34%[activator] | -1% | 1% | -1% | -4%
27) COc1ccc(C2N(C(C)=O)CCN2S(=O)(=O)c2ccc(C)cc2)cc1 (stereo unspecified)
 : 0.1% | -3.8 | i | -16% | -15% | 0% | 1% | -5% | 5%
28) CCCC/S(CC1CC1(Cl)Cl)=N\S(=O)(=O)c1ccc(C)cc1 (stereo unspecified)
 : -0.5% | 2.1 | i | -41% | -28% | -13% | 1% | 4% | -7%
29) COc1ccccc1NC(=O)C1=C(C)N(c2ccccc2)C(=S)NC1c1cccc(C(F)(F)F)c1 (stereo unspecified)
 : -0.1% | -0.7 | i | 8% | -2% | -7% | ? | 15µM* | 31%
30) COc1ccc(C)cc1NC(=O)N1CCN(c2cc(-c3noc(C)n3)ccc2C)CC1
 : 2.9% | / | / | -14% | ? | 0% | / | / | 7%

# Retrieved by compound from the entries so far, 5 records:
# Results follow in this order: Nrf2 activator | CCT modulator | pAkt inh | HepG2 viability | TGFb SMAD3 inh | A549 viability | MmCpn inh | Nrf2 inh | Abeta rescue
13) COc1ccc(/C=N/NC(=O)c2ccc3nc[nH]c3c2)c(OC)c1
 : 0.1% | -1.1 | i | 3% | 0% | 6% | -18% | 9% | -7%
23) Cc1ccc(S(=O)(=O)N2CCC(NC(=O)c3cccnc3)CC2)cc1Cl
 : 0.0% | -2.1 | i | -4% | -12% | -1% | -2% | 9% | -8%
24) O=C1/C(=C/c2cccs2)CCC1C1CCCC1 (stereo unspecified)
 : 4.0% | 0.6 | i | -39% | -10% | 2% | -1% | 17% | -6%
19) Cc1csc(=O)n1CC(=O)OCc1cccc2ccccc12
 : 0.6% | -1.2 | i | -1% | -2% | 2% | 0% | ? | 8%
12) S=C1NCc2cncnc2N1
 : -0.1% | -0.9 | i | -2% | -5% | / | / | / | 0%

# Additional compounds
# Results follow in this order: Nrf2 activator | CCT modulator | pAkt inh | HepG2 viability | TGFb SMAD3 inh | A549 viability | MmCpn inh | Nrf2 inh | Abeta rescue
31) Cc1cccnc1NC(=O)c1cccc(S(=O)(=O)N2CCCc3ccccc32)c1
 : 2.9% | 0.8 | i | -2% | 0% | 2% | 2% | -3% | 17%
32) S=C(NNc1nc(Nc2ccccc2)nc(N2CCCCC2)n1)NC1CCCCC1
 : 4.0% | -4.1 | i | 3% | ? | -21% | 2% | ? | 5%
33) C=CCn1c(SCC2CCCCO2)nc2sc(CC)cc2c1=O (stereo unspecified)
 : 1.0% | 1.3 | i | 0% | -3% | 9% | -6% | ? | -12%
34) COc1ccc(C(=O)O/N=C(\N)c2ccccn2)cc1[N+](=O)[O-]
 : -0.2% | -2.6 | i | 0% | -3% | 3% | 1% | ? | -11%
35) CCOC(=O)C(=O)Nc1ccccc1C(N)=O
 : -0.2% | 1.4 | i | 9% | -3% | 1% | 0% | / | 8%
36) CCOC(=O)CNS(=O)(=O)c1ccc(C(=O)O)cc1
 : -0.2% | 0.0 | i | 1% | -13% | 0% | 1% | 7% | -6%
37) COc1cc(NC(=O)N[C@H](C(=O)O)C(C)C)cc(OC)c1
 : -0.2% | 0.2 | / | 0% | 8% | -2% | 0% | / | 4%

# A second format for 3 compounds above:
entry	SMILES	Nrf2 activator	CCT modulator	pAkt inh	HepG2 viability	TGFb SMAD3 inh	A549 viability	MmCpn inh	Nrf2 inh	Abeta rescue
35	CCOC(=O)C(=O)Nc1ccccc1C(N)=O	-0.2%	1.4	i	9%	-3%	1%	0%	/	8%
36	CCOC(=O)CNS(=O)(=O)c1ccc(C(=O)O)cc1	-0.2%	0.0	i	1%	-13%	0%	1%	7%	-6%
37	COc1cc(NC(=O)N[C@H](C(=O)O)C(C)C)cc(OC)c1	-0.2%	0.2	/	0%	8%	-2%	0%	/	4%
